12-LOX inh: Primary qHTS assay for inhibitors of human arachidonate 12S-lipoxygenase (ALOX12): Round 2. purified 12hLO, xylenol orange hydroperoxide absorbance. Polyunsaturated fatty acid lipoxygenase ALOX12 (Homo sapiens), P18054. actives 1.1% (n = 580,000). Potency, µM (titrated, usually from 108 µM), for inactives: at the top dose activity change, negative = inhibition, actives largely listed as inhibitors; also: potency is read from the fitted curve at half-maximal effect; % is scaled to controls: 0 for no effect and ±100 for the full control effect
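Purified human 12hLO (150 nM final) in 25 mM Hepes, 0.01% Triton X-100, pH 7.0 was preincubated 15 min at room temperature with compound. Then 40 uM arachidonic acid was added, 30 min. Hydroperoxide was read by Fe-XO absorbance ratio 573/405 nm.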
GLS inh: qHTS for Inhibitors of Glutaminase (GLS); AID 624170, 2012; Potency, µM (top dose mostly 45.5 µM), without a hit: top-dose activity change, negative = inhibition, hits mostly inhibitors; Glutaminase kidney isoform, mitochondrial (Homo sapiens), O94925; actives 0.21% (n = 410,000); GLS enzymatic activity, qHTS titration; also: potency is read from the fitted curve at half-maximal effect; % is scaled to controls: 0 for no effect and ±100 for the full control effect
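hKGA in 45 mM KH2PO4 pH 8.2, 0.02% Tween-20 with pin-transferred compounds; 1 mM L-glutamine (stock) plus glutamate oxidase/HRP/Amplex Red coupling added. Fluorescence read initially and after 30 min at RT.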
JMJD2A Tudor: qHTS Assay for Inhibitors of JMJD2A-Tudor Domain. Lysine-specific demethylase 4A (Homo sapiens), O75164. AlphaScreen JMJD2A-Tudor / H3K4me3 peptide binding. Potency, µM (doses to about 114 µM), for inactives: at the highest dose activity change, negative = inhibition, usual class: inhibitors. actives 4.4% (n = 390,000). AID 504339, 2011; also: potency is read from the fitted curve at half-maximal effect; % is scaled to controls: 0 for no effect and ±100 for the full control effect; nearly all actives have a fitted effect of over 50% in size
BAZ2B block: qHTS Assay for Inhibitors of BAZ2B. Bromodomain adjacent to zinc finger domain protein 2B (Homo sapiens), Q9UIF8. AlphaScreen BAZ2B-H3K14Ac peptide displacement. Potency, µM (doses to about 114 µM), for inactives: top-dose activity change, negative = inhibition, most hits filed as inhibitors. actives 4.4% (n = 360,000). AID 504333, 2011; also: potency is read from the fitted curve at half-maximal effect; % is scaled to controls: 0 for no effect and ±100 for the full control effect; nearly all actives have a fitted effect of over 60% in size
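AlphaScreen displacement: compounds (up to 110uM) incubated 30 min at room temperature with a preformed 50 nM BAZ2B/50 nM biotinylated H3K14Ac peptide complex in PBS pH 7.4 with Tween-20. Donor and acceptor beads at 10 ug/mL final added, 20 min light-protected before reading.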
RGS4 inh: Inhibitors of Regulator of G Protein Signaling (RGS) 4: qHTS; Regulator of G-protein signaling 4 (Homo sapiens), P49798; Transcreener GDP fluorescence polarization, RGS4-accelerated GTP hydrolysis; Potency, µM (doses to about 114 µM), for inactives: top-dose activity change, negative = inhibition, usual class: inhibitors; actives 0.039% (n = 390,000); AID 504845, 2011; also: potency is read from the fitted curve at half-maximal effect; % is scaled to controls: 0 for no effect and ±100 for the full control effect; nearly all actives have a fitted effect of over 75% in size; some results filed as inactive show a strong effect at the top dose
Target sequence (P49798 whole entry, looked up): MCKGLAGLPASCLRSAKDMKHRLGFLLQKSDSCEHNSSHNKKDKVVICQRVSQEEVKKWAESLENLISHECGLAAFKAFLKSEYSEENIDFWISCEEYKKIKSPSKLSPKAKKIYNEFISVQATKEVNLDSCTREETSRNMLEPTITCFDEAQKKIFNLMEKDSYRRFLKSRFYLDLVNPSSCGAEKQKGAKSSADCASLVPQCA
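MLSMR compounds (23 nl, pin-transferred) preincubated 10 min at room temperature with a 500nM (2x) first reagent, then RGS4 at 900nM (2x) plus Transcreener GDP mix added; fluorescence polarization (620/688 nm) read before and after 90 min at 30 °C.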
PI4K2A inh: qHTS for small molecular inhibitors of PI4K2A; purified PI4K2A, ADP-Glo luminescence, 1 h; active compounds read low; Phosphatidylinositol 4-kinase type 2-alpha (Homo sapiens), Q9BTU6; activity change, negative = inhibition, % at 76.9 µM; actives 0.13% (n = 420,000); in the data active = activity change below about -50%; inconclusive = mostly about -30% to -49%;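 also: -100% = wells without enzyme as full effect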
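Compounds are screened against recombinant PI4K2A using PI as substrate and ATP, the latter dispensed at 300 microM. Reactions run one hour at ambient temperature before ADP-Glo detection; full inhibition defined by wells lacking enzyme.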
ERG-DNA inh: qHTS for Small Molecule Inhibitors of the ERG Ets/DNA interaction; Transcriptional regulator ERG (Homo sapiens), P11308; fluorescence polarization, His-ERG Ets domain / labelled DNA; Potency, µM (series often up to 76.9 µM), without a hit: at the highest dose FP activity, negative = inhibition, most hits filed as inhibitors; actives 0.028% (n = 370,000); AID 624246, 2012; active = well fitted inhibition curve with a large enough effect in the polarisation, with a control signal flat; inconclusive = small, poorly fitted or top-dose-only effect, or effect the other way, or a change in a side signal; inactive = no such curve, though single readings can be large or run the other way; the % refers to the polarisation;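 also: polarization taken with two DNA probes labelled with fluorescein and Texas red; potency is read from the fitted curve at half-maximal effect; % of control where 0% means no effect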
Target sequence (P11308 whole entry, looked up, the tested form may be a part): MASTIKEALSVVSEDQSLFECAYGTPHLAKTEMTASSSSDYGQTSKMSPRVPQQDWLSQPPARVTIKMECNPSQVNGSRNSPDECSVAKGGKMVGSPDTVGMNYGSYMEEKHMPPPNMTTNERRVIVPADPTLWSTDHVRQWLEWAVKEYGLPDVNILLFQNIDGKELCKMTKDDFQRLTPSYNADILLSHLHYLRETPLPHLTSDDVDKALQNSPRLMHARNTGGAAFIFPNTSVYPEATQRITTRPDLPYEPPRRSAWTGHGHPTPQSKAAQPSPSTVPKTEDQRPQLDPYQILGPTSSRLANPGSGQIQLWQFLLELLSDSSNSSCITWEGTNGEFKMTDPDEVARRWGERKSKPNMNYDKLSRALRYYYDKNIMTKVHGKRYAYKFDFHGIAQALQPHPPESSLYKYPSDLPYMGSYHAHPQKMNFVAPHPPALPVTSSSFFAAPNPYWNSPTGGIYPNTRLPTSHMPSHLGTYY
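His-tagged ERG Ets domain (1 uM in the protein solution; 300mM KCl, 50mM Tris-HCl, 1mM EDTA, 1mM DTT, pH 7.5) received compound, then a probe mix of 5 nM fluorescein-DNA and 100nM Texas-615-DNA. Fluorescence polarization was read for both dyes.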
G9a inh: qHTS Assay for Inhibitors of Histone Lysine Methyltransferase G9a; Histone-lysine N-methyltransferase EHMT2 (Homo sapiens), Q96KQ7; G9a H3K9 monomethylation, AlphaScreen, 2 h; Potency, µM (series often up to 102 µM), for inactives: at the top dose activity, negative = inhibition, hits mostly inhibitors; actives 8.8% (n = 350,000); also: potency is read from the fitted curve at half-maximal effect; % is scaled to controls: 0 for no effect and ±100 for the full control effect; nearly all actives have a fitted effect of over 75% in size
Target sequence (Q96KQ7 913-1193 limits assumed): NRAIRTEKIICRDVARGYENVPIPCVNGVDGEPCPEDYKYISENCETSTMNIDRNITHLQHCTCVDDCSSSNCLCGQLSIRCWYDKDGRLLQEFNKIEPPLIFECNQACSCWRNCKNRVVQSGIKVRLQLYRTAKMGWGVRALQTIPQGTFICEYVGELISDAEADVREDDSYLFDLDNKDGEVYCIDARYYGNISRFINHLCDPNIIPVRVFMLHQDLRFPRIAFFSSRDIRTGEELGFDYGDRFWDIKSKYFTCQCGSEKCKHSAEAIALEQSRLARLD
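Enzyme 20 nM + cpd, 15 min RT; add b-H3K9 pep 500 nM / SAM 20 uM; 2 h RT; anti-H3K9me1 Ab 0.5 ug/mL + SA donor / anti-rabbit acceptor beads 20 ug/mL each, 10 min; AlphaScreen read.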
HP1b chromo inh: HTS for Inhibitors of HP1-beta Chromodomain Interactions with Methylated Histone Tails | Chromobox protein homolog 1 (Homo sapiens), P83916 | actives 0.56% (n = 390,000) | AlphaScreen HP1-beta / biotin-H3K9me3 peptide binding | Potency, µM (highest dose often 114 µM), inactives show at the top dose activity change, negative = inhibition, hits mostly inhibitors; also: potency is read from the fitted curve at half-maximal effect; nearly all actives have a fitted effect of over 70% in size; inactives centre near 23
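HP1-beta protein (50 nM final) preincubated 30 min at room temperature with biotinylated H3(1-18)K9me3 peptide (50 nM) in PBS pH 7.4, 0.01% Tween-20, then compound added for 30 min. AlphaScreen streptavidin donor/nickel chelate acceptor beads (10 ug/mL final), 30 min dark, luminescence read.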
* = called active by the depositor; ? = inconclusive; nt = no result given; & = joins results of further samples; [ ] = dose if it differs, or a comment. Unless noted, calls follow the shape of the dose curve; as a rule, active = well fitted curve in the direction sought with a large enough effect; inconclusive = small, poorly fitted or top-dose-only effect, or another doubt; inactive = no such curve, though single readings can be large; an effect the other way counts as inactive or inconclusive. Only part of the results is shown (hit frequency here may not be typical).

Second line of a record – 12-LOX inh, GLS inh, JMJD2A Tudor, BAZ2B block, RGS4 inh, PI4K2A inh, ERG-DNA inh, G9a inh, HP1b chromo inh
1) CCCc1nc2ccccc2c(C(=O)N(CC)CC(=O)NCc2cccs2)c1CC
    ?, -1%, 3%, 8%, -21%, 0, 1%, 35µM*, 22%
2) CCc1cccc(NC(=O)c2ccc(Cn3c(=O)[nH]c4ccsc4c3=O)cc2)c1
    ?, -16%, ?, ?, -30%, 2, 3%, ?, 17%
3) CCOc1ccccc1OCCCC(=O)NC1=NCCS1
    -23%, 4%, ?, ?, 2%, -2, 9%, 4%[59 µM], 20%
4) C[C@@H]1CC=C[C@@H]2[C@H]1C(=O)N(Cc1ccccc1)[C@H]2c1cccc(Br)c1
    ?, 14%, -2%, nt, 9%, -2, -8%, -19%[59 µM], 74%[activator]
5) NC(=O)CN1CCOCCN(CC(N)=O)CCOCC1
    nt, -2%, -15%, 23%, 8%, 3, -29%, 2%[59 µM], 37%
6) O=c1[nH]c2cc3c(cc2cc1C(c1nnnn1Cc1ccccc1)N1CCCCCC1)OCCO3 (configuration not stated)
    -8%, -9%, -5%, 9%, -21%, -3, -7%, 14µM*, 26%
7) Cc1noc(C)c1COc1ccccc1C(=O)NC(C)CCc1ccccc1 (configuration not stated)
    -11%, 8%, -3%, nt, 7%, 3, -1%, nt, 33%
8) O=C1CCCN1C(=O)CSc1ccc2ccccc2n1
    2%, -4%, 1%, 2%, 34%, 1, 7%, -9%[12.7 µM], 44%
9) O=C1c2ccccc2[C@@H]2C[C@@H](O)[C@H](Nc3cccc4ccccc34)CCN12
    -54%, 5%, ?, nt, 4%, 3, -5%, nt, -16%
10) C=CCC(NCc1ccccc1)c1ccccc1 (configuration not stated)
    -3%, -1%, 4%, -4%, 1%, 7, -10%, -37%[59 µM], 41%[activator]
11) O=C(CS(=O)(=O)c1cn(Cc2ccc(Cl)cc2)c2ccccc12)N1CCCC1
    41%, 6%, -6%, 16%, -5%, -2, -11%, ?, 32%
12) COc1cccc(CNC(=O)C(=O)N2CCC3(CC2)OCCN3S(=O)(=O)c2ccc(C)cc2)c1
    -19%, 0%, -8%, 2%, 10%, 4, 4%, -22%, 20%
13) Cc1cc(C(C)(C)C)cc(C)c1CCNC(=O)c1ccc[n+]([O-])c1
    2%, 3%, -18%, 0%, -16%, 4, 2%, -8%, 1%
14) COc1cc(OC)c(N(C)C(=O)c2cc3c(=O)oc4ccccc4c3s2)cc1Cl
    -28%, 1%, -10%, -1%, 11%, -7, 2%, 3%[59 µM], 12%
15) COc1ccc(NC(=O)C(NC(C)=O)C(=O)NCc2ccccc2OC)cc1 (configuration not stated)
    166%[activator], 6%, 4%, -5%, 12%, -4, 11%, 9%[59 µM], 22%
16) COc1ccccc1CNC(=O)c1cccc2c1C(=O)N(Cc1cccnc1)C2
    -2%, 8%, -15%, -1%, -7%[11.4 µM], 0, 17%, -41%, -1%
17) COc1cccc(-c2csc(N3CCN(C(=S)Nc4ccccc4OC)CC3)n2)c1
    -2%, -2%, -35%, -24%, -18%, -3, nt, ?, -15%
18) Cc1nc(NCC2CCCO2)c2oc3ccccc3c2n1 (configuration not stated)
    -22%, 7%, -16%, -9%, 11%, 1, 0%, ?, 19%
19) COc1cc(NC(=O)CN2CCN(c3ccccc3)CC2)c(C)cc1[N+](=O)[O-]
    14%, 10%, 5%, 3%, -18%, -2, -5%, -6%[59 µM], 17%
20) CCOC(=O)c1ccc(NC(=O)N2CCc3ccccc32)cc1
    -25%, 0%, -8%, 10%, -1%, -29, -3%, 1%[12.7 µM], 26%
21) Cc1ccc(SCC(=O)N2CCC(C(N)=O)CC2)cc1
    1%, 0%, 7%, -19%, 1%, 5, 0%, -4%[59 µM], 30%
22) O=C(CCC1CCN(Cc2ccccc2O)CC1)NC1CC1
    2%, 8%, -8%, -13%, -1%, 7, 5%, 1%[0.501 µM], 18%
23) Cc1ccc(S(=O)(=O)N(CC(=O)N2CCOCC2)c2ccc(C(C)C)cc2)cc1
    -18%, 5%, -3%, -7%, -53%, -4, -5%, -25%, 43%[activator]
24) O=C(CCN1C(=O)C2CCCCC2C1=O)Nc1nc2c(F)cc(F)cc2s1 (configuration not stated)
    187%[activator], -3%, -19%, 6%, -2%, 8, -5%, 2%[12.7 µM], 23%
25) COc1cc(C)nc(NS(=O)(=O)c2ccccc2Cl)n1
    0%, -11%, -3%, -2%, -33%, 2, -4%, nt, 44%[activator]
26) N#Cc1cccc(C(c2nnnn2C2CCCC2)N2CCCCCC2)c1 (configuration not stated)
    ?, 7%, -14%, -20%, -6%, 0, 1%, ?, 57%[activator]
27) CC(C)(C)OC(=O)NCCc1nnc(SCC(=O)c2ccc(Cl)cc2)o1
    0%, -6%, -18%, -24%, -46%, 4, -9%, -3%[12.7 µM], 6%
28) COc1cc(C(F)(F)F)c(C(=O)N(C)Cc2cc(Cl)cc(Cl)c2)cn1
    -2%, 13%, 24%, 2%, 11%, 0, 1%, nt, 89%[activator]
29) N[C@@H](COP(=O)(O)O)C(=O)O
    ?, nt, nt, nt, -2%[56.9 µM], 5, nt, -22%[59 µM], nt
30) Cc1ccc2cccc(NC(=O)C(C)(C)Oc3ccc(Br)cc3)c2n1
    -23%, 1%, 53%[activator], 25%, 17%, 3, -4%, 6%[59 µM], 94%[activator]
31) CCCOC(=O)C1=C(C)NC2=C(C(=O)CCC2)C1c1ccc(N(C)C)cc1 (configuration not stated)
    -28%, 16%, -32%, -51%, -3%, 3, 8%, 40µM*, -7%
32) Cc1ccc(C)c(OC(=O)CSc2nnc(CNC(=O)c3ccccc3)o2)c1
    -8%, -13%, -20%, -15%, -13%, 2, -4%, -43%[59 µM], 56%[activator]
33) COC(=O)CNS(=O)(=O)c1ccc(Cc2ccc(S(=O)(=O)NCC(=O)OC)cc2)cc1
    11%, -2%, -12%, -3%, 4%, -4, -8%, -8%[59 µM], 6%
34) CC(=O)NC(NC(C)=O)c1ccc(N(C)C)cc1
    7%, -1%, -10%, -4%, -3%, -3, -16%, 6%[59 µM], 41%[activator]
35) COc1ccc(C(=O)O)cc1S(=O)(=O)Nc1cccc(C)c1
    -5%, 6%, -4%, 1%, 50%, 1, 4%, ?, 32%[activator]
36) Nc1ccc2c(O)cc(S(=O)(=O)O)cc2c1
    ?, 4µM*, 45µM*, nt, -20%, -13, ?, nt, ?
37) Cc1c(C(=O)NCc2c(F)cc(F)cc2F)oc2ccc(S(=O)(=O)N3CCOCC3)cc12
    25%, -14%, 22µM*, 7%, ?, 8, 3%, 3%[59 µM], -4%
38) CCCCN(C(=O)C1CSC2(C)CCC(=O)N12)c1c(N)n(CC(C)C)c(=O)[nH]c1=O (configuration not stated)
    ?, -4%, -11%, -1%, ?, -3, -12%, 0%[12.7 µM], 13%
39) CC1CCC(C(C)C)C(OC(=O)Cn2c(-c3ccccc3)[n+](C)c3ccccc32)C1 (configuration not stated)
    -28%&-21%, 4%&2%, -27%&-17%, -2%&-2%, -9%&-7%, 3&6, -3%&-5%, 10%, 7%&12%
40) CC(C)(C)[C@H](N)C(=O)N[C@H]1CCC2C3CC=C4C[C@@H](O)CC[C@]4(C)C3CC[C@@]21C (some centres not stated)
    -8%, 3%, -25%, nt, -19%, 4, 4%, nt, ?

One compound at a time (already shown):
Profile of Cc1ccc(C)c(OC(=O)CSc2nnc(CNC(=O)c3ccccc3)o2)c1 → 12-LOX inh: -8%; GLS inh: -13%; JMJD2A Tudor: -20%; BAZ2B block: -15%; RGS4 inh: -13%; PI4K2A inh: 2; ERG-DNA inh: -4%; G9a inh: -43%[59 µM]; HP1b chromo inh: 56%[activator]
Profile of CCCCN(C(=O)C1CSC2(C)CCC(=O)N12)c1c(N)n(CC(C)C)c(=O)[nH]c1=O (configuration not stated) → 12-LOX inh: ?; GLS inh: -4%; JMJD2A Tudor: -11%; BAZ2B block: -1%; RGS4 inh: ?; PI4K2A inh: -3; ERG-DNA inh: -12%; G9a inh: 0%[12.7 µM]; HP1b chromo inh: 13%
Profile of COc1ccc(C(=O)O)cc1S(=O)(=O)Nc1cccc(C)c1 → 12-LOX inh: -5%; GLS inh: 6%; JMJD2A Tudor: -4%; BAZ2B block: 1%; RGS4 inh: 50%; PI4K2A inh: 1; ERG-DNA inh: 4%; G9a inh: ?; HP1b chromo inh: 32%[activator]
